PvdQ acylase: P. aeruginosa PvdQ acylase inhibition | 340,000 compounds, 0.063% hits | AID 488965 | inhibition, % at 10 µM | purified PvdQ acylase, fluorescence plate reader; in the data active means inhibition above about 30%, passing the limit was not always enough; inconclusive means no clear call, values can overlap the other calls;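 further: 0% = vehicle neutral wells and 100% = reference inhibitor wells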
SR-BI DiI-HDL act: SR-BI HDL lipid transfer activation; AID 504775; CHO ldlA[mSR-BI] cells, DiI-HDL uptake fluorescence, 3 h; 100 = double the neutral-control signal; 320,000 compounds, 0.096% hits; activation, % at 12.5 µM;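 active means mean replicate activation of at least 60% and every replicate at or above 60%; inconclusive means mean or all-replicate condition met, but not both; inactive means mean below 60% and not all replicates reaching 60%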;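 further: 0% = median plate neutral-control signal and 100% = twice that signal; values of inactives mirror those of a sister screen read the other way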
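Material – SR-BI-overexpressing, LDLR-lacking CHO cells · Medium – BSA-supplemented, HEPES-buffered Ham's F12, pH 7.4 · Doses – single concentration · Times – compound with DiI-HDL co-incubation, 3 h at 37 °C · Measured by – bottom-read fluorescence, 550/595 nm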
NSD2 inh: blocks human histone methyltransferase NSD2; NSD2 peptide methylation, AlphaScreen, 120 min; inhibition, % at 12.5 µM; 310,000 compounds, 0.54% hits; in the data active means inhibition above about 50%
Keap1-Nrf2 PPI: inhibitors of human Keap1-Nrf2 protein-protein interaction | 340,000 compounds, 0.15% hits | Q14145 | inhibition, % at 9.4 µM | Keap1 Kelch-Nrf2 peptide fluorescence polarization, 1536-well; in the data active means inhibition above about 12%; inconclusive means no clear call, values can overlap the other calls; inactive means below about 7.3%;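 further: human Keap1 Kelch domain with fluorescein labeled Nrf2 9mer peptide probe; 0% = neutral control wells and 100% = peptide positive control; higher means more block of Keap1 binding to Nrf2 peptide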
Target sequence (Q14145 whole entry, looked up, the tested form may be a part): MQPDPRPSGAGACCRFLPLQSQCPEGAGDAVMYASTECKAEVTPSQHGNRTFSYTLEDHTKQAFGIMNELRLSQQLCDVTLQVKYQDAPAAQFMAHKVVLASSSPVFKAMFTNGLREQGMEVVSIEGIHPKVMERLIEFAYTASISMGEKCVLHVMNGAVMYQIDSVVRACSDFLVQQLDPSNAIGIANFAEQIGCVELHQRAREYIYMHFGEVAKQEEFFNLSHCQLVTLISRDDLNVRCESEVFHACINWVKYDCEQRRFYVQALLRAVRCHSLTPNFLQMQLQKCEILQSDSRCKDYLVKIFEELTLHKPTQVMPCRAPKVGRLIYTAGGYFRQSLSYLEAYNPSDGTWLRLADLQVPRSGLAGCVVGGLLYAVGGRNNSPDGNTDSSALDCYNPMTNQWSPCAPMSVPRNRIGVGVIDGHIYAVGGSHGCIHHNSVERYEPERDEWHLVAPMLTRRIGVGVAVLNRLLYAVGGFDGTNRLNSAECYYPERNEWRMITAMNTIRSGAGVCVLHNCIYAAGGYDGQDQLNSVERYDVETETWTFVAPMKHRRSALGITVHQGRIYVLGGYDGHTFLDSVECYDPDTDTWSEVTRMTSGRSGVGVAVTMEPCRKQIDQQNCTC
PKA-R2B activ: activators of human PKA-R2B complex; P22694+P31323; PKA-R2B holoenzyme dissociation, Cy5-IP20 fluorescence polarization; R2B truncated from residue 108, S112A mutant; 0% DMSO only, 100% 113 µM cGMP; activation, % at 11.4 µM; 340,000 compounds, 0.079% hits; AID 504700;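 active means activation above a cutoff set at the mean over all compounds plus 3 SD, cut at about 18% in these data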;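 further: higher means more holoenzyme dissociation and a rise in polarization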
Target sequence (P31323 whole entry, looked up, other chains not shown, the tested form may be a part): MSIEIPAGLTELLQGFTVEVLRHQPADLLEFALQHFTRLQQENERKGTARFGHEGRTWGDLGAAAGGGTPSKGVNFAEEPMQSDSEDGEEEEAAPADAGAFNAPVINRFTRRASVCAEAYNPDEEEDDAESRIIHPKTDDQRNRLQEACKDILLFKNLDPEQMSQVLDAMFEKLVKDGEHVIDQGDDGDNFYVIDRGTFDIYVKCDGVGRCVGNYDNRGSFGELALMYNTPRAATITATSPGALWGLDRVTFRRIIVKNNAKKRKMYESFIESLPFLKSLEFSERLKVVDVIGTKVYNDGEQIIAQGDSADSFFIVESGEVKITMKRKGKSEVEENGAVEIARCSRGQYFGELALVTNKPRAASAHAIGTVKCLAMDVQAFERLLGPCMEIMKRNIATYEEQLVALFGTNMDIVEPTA
Cardiac RTF inh: cardiac RTF calcium desensitization | 340,000 compounds, 0.12% hits | IANBD-labeled cardiac RTF, Ca2+ fluorescence | AID 493244 | inhibition, % at 7.15 µM | P19429+P45379;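 active means inhibition above the mean inhibition of all tested compounds plus 3 SD, cut at about 17% in these data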;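 further: assay run at fixed EC70 calcium of 1.6 mM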
LANA DNA inh: KSHV C-LANA DNA binding inhibition. MBP-C-LANA/FAM-LBS DNA binding, fluorescence polarization. inhibition, % at 9 µM. 340,000 compounds, 0.078% hits. AID 504423;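 active means highest replicate inhibition at or above 60% at 9 µM, even if other replicates fall short; inactive means all replicates below 60% inhibition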;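 further: 0% = neutral control wells and 100% = 4 µM acridine orange control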
SR-BI DiI inh: blocks mouse SR-BI lipid uptake from DiI-HDL; ldlA[mSR-BI] CHO cells, DiI-HDL uptake fluorescence, 3 h; inhibition, % at 12.5 µM; 320,000 compounds, 0.96% hits;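 active means mean replicate inhibition of at least 70% and a set share of replicates each scoring 70 or more; inconclusive means meets just one of the two criteria; inactive means fails both criteria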;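 further: 0% = median of neutral control wells and 100% = median of positive control wells; values of inactives mirror those of a sister screen read the other way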
Arrestin-AP2 inh: human beta-arrestin and AP2 interaction inhibition | FITC-arrestin peptide / GST-AP2 beads, flow cytometry; AP2 beta2 appendage carries R879A mutation | inhibition, % at 10 µM | 340,000 compounds, 0.31% hits;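 active means inhibition above a set limit, near 3 SD of compounds lacking own fluorescence, cut at about 54% in these data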;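 further: plate controls were DMSO wells for no effect and 5 µM unlabelled arrestin peptide for full effect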
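System: GST-AP2 R879A glutathione beads | Also added: FITC-arrestin peptide, 50 nM | Times: 12 min plus 1 h, RT | Signal: Bead flow cytometry, FITC channel | Buffer or medium: PBS with 0.05% Tween 20 and 0.1% BSA | Read-out basis: Percent drop in bead-associated FITC signal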
DAGLB inh: diacylglycerol lipase beta (human) inhibition; inhibition, % at 5.17 µM; 340,000 compounds, 0.059% hits; HEK293T DAGLB membrane lysate, EnzChek fluorogenic substrate; AID 504411; in the data active means inhibition above about 34%;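 further: 0% = enzyme with vehicle and 100% = wells lacking enzyme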
Active calls of the source: *; ? = inconclusive; . = no result given. No enrichment for hits. About 2.1% of those tested had a hit in this group.

SMILES | PvdQ acylase | SR-BI DiI-HDL act | NSD2 inh | Keap1-Nrf2 PPI | PKA-R2B activ | Cardiac RTF inh | LANA DNA inh | SR-BI DiI inh | Arrestin-AP2 inh | DAGLB inh
Cc1cccc(N2CCN(C(=O)C3CCN(S(=O)(=O)c4c(C)noc4C)CC3)CC2C)c1 (centres undefined) | 0 | -27 | 2 | -3 | 2 | 2 | -0.9 | 27 | -2 | 0
O=C(COc1ccccc1F)N1CCc2ccccc2C1 | -16 | 6 | 7 | 1 | 5 | -5 | 2.1 | -6 | -1 | -3
COc1ccc(Cl)cc1C(=O)NCC#N | -6 | 46 | -3 | 0 | -4 | -2 | -1.2 | -46 | 1 | -3
C=CCC(=O)N1CCCC(CO)(Cc2ccc(F)cc2F)C1 (centres undefined) | 3 | 4 | -3 | -4 | 5 | -4 | 0.0 | -4 | 31 | -2
CC(=O)c1cccc(S(=O)(=O)N2CCC(C(=O)O)(c3ccccc3)CC2)c1 | -8 | . | . | -5 | 1 | -2 | 0.5 | . | 1 | 4
O=C(Nc1nnc(-c2cccc(F)c2)s1)Nc1ccccc1F | 9 | 2 | -1 | -3 | -1 | 3 | -2.2 | -2 | 8 | 0
COc1cc(OC)c(/C=N/NC(=O)c2ccc(NC(C)=O)cc2)cc1Br | 5 | -71 | -3 | -3 | 1 | -8 | -0.4 | ? | -16 | 0
Cc1ccc(C(c2c(C)[nH][nH]c2=O)c2c(C)[nH][nH]c2=O)cc1[N+](=O)[O-] | -14 | 2 | 1 | 4 | 9 | -2 | -0.8 | -2 | -10 | -6
O=C(Nc1ccc2c(c1)OCO2)N1CCN(c2cccc(C(F)(F)F)c2)CC1 | 5 | 25 | -5 | 1 | -6 | -1 | -1.5 | -25 | 34 | -3
COc1cccc(NC(=S)NNC(=O)Cn2nc([N+](=O)[O-])cc2C)c1 | 2 | 8 | 2 | -3 | -12 | 8 | -1.2 | -8 | 3 | 1
CCOC(=O)/N=C(/NC(=O)Nc1ccc(C(=O)OCC)cc1)OC | -8 | -32 | -4 | -2 | -9 | -7 | -1.1 | 32 | -5 | -2
CCOc1ccccc1-n1c(SCC(N)=O)nc2ccccc2c1=O | 9 | 25 | 3 | -2 | -5 | -3 | 0.4 | -25 | 5 | 1

A portion from the list above, for reference:
SMILES | PvdQ acylase | SR-BI DiI-HDL act | NSD2 inh | Keap1-Nrf2 PPI | PKA-R2B activ | Cardiac RTF inh | LANA DNA inh | SR-BI DiI inh | Arrestin-AP2 inh | DAGLB inh
Cc1cccc(N2CCN(C(=O)C3CCN(S(=O)(=O)c4c(C)noc4C)CC3)CC2C)c1 (centres undefined) | 0 | -27 | 2 | -3 | 2 | 2 | -0.9 | 27 | -2 | 0
O=C(COc1ccccc1F)N1CCc2ccccc2C1 | -16 | 6 | 7 | 1 | 5 | -5 | 2.1 | -6 | -1 | -3
COc1ccc(Cl)cc1C(=O)NCC#N | -6 | 46 | -3 | 0 | -4 | -2 | -1.2 | -46 | 1 | -3
C=CCC(=O)N1CCCC(CO)(Cc2ccc(F)cc2F)C1 (centres undefined) | 3 | 4 | -3 | -4 | 5 | -4 | 0.0 | -4 | 31 | -2
CC(=O)c1cccc(S(=O)(=O)N2CCC(C(=O)O)(c3ccccc3)CC2)c1 | -8 | . | . | -5 | 1 | -2 | 0.5 | . | 1 | 4
O=C(Nc1nnc(-c2cccc(F)c2)s1)Nc1ccccc1F | 9 | 2 | -1 | -3 | -1 | 3 | -2.2 | -2 | 8 | 0
COc1cc(OC)c(/C=N/NC(=O)c2ccc(NC(C)=O)cc2)cc1Br | 5 | -71 | -3 | -3 | 1 | -8 | -0.4 | ? | -16 | 0

Later entries.
SMILES | PvdQ acylase | SR-BI DiI-HDL act | NSD2 inh | Keap1-Nrf2 PPI | PKA-R2B activ | Cardiac RTF inh | LANA DNA inh | SR-BI DiI inh | Arrestin-AP2 inh | DAGLB inh
Cc1c(NC(=O)c2cc(-c3ccc(F)cc3)on2)c(=O)n(-c2ccccc2)n1C | -10 | . | 22 | 2 | 12 | 3 | -1.1 | . | -1 | -1
CCOC(=O)N1CCC(NC(=O)C(CC(C)C)NC(=O)C2CCC(C)CC2)CC1 (centres undefined) | -1 | -4 | -1 | -4 | 10 | 2 | 0.3 | 4 | -5 | -2
CN(Cc1nc2ccccc2n1C)S(C)(=O)=O | -6 | 13 | -2 | 1 | 5 | -9 | 0.0 | -13 | 8 | 1
CCOc1cc(CN2CCN(CCc3ccccc3)C(CCO)C2)ccc1OC (centres undefined) | 5 | 12 | 5 | -8 | -4 | 5 | -1.8 | -12 | 0 | -6
O=C(Cn1nnc(-c2ccccc2Cl)n1)Nc1cccc(S(=O)(=O)N2CCCC2)c1 | -8 | -22 | 1 | -6 | -1 | -4 | -2.9 | 22 | -9 | -4
O=C(CC1C(=O)NCCN1Cc1ccc(-c2ccccc2)cc1)NCC1CC1 (centres undefined) | 7 | -34 | 4 | -2 | 7 | 5 | -0.2 | 34 | 16 | 0
CC1COC2C(O1)N(S(C)(=O)=O)CCN2S(C)(=O)=O (centres undefined) | 1 | 7 | 2 | 2 | 3 | -12 | 0.7 | -7 | -2 | 2
COc1ccc(N2C(=O)CC(Sc3ncn[nH]3)C2=O)c(OC)c1 (centres undefined) | -9 | 42 | 4 | -8 | -15 | 2 | -0.6 | -42 | 0 | 3
OCCN1CCN(CC(O)COc2ccc(-c3ccccc3)cc2)CC1 (centres undefined) | 1 | 1 | 3 | 4 | 1 | -10 | 1.4 | -1 | 28 | 0
O=[N+]([O-])c1cccc2cnccc12 | 3 | -44 | -2 | -2 | 7 | -3 | 0.3 | 44 | 10 | 2
CCn1c(CNC(=O)c2ccc(Cl)cc2)nnc1SCC(=O)N1CCOCC1 | 4 | -4 | -6 | -1 | 7 | -10 | -5.1 | 4 | 20 | -2
CC(C)n1cc(CN2CCCC(CNS(=O)(=O)c3cccc4cccnc34)C2)cn1 (centres undefined) | -19 | -6 | 1 | -4 | 3 | 1 | 0.6 | 6 | -7 | 2
Cc1nc2cc(NC(=O)N3c4ccccc4CC3C)ccc2n1C (centres undefined) | 1 | -1 | 0 | 1 | -16 | -1 | 0.3 | 1 | -2 | 1
Oc1ccc(Nc2nc(-c3ccccc3O)nc3ccccc23)cc1 | -9 | -74 | -1 | -1 | -5 | 6 | 1.1 | 74* | -3 | 3
CC(C)(Oc1ccc(Cl)cc1)C(=O)OCC(=O)NCCc1ccc(S(N)(=O)=O)cc1 | 20 | 10 | 0 | 7 | 3 | 2 | 0.2 | -10 | 19 | -1
O=C1C2C3C=CC(C2C(=O)N1c1ccc(O)cc1)C1C2C(=O)N(c4ccc(O)cc4)C(=O)C2C31 (centres undefined) | -3 | . | 0 | 2 | -9 | -6 | -0.5 | . | 34 | -1
CSCC(=O)N1CCC(Oc2cccc(C(=O)NCc3ccccn3)c2)CC1 | -7 | -8 | 2 | -1 | -6 | 5 | -0.5 | 8 | -21 | 3
COC(=O)c1cc(COc2ccc3oc(C)c(C(=O)OC(C)C)c3c2)c(C)o1 | -13 | -26 | 3 | 0 | -5 | -1 | 4.5 | 26 | -8 | -4
CSc1ccc(CNC(=O)c2c(C)noc2C)s1 | -9 | 5 | -2 | -2 | -3 | -1 | -1.9 | -5 | 5 | -1
COc1ccc(-c2nc(CN3CCN(c4ccccc4OC)CC3)c(C)o2)cc1 | 13 | -38 | -4 | -4 | -1 | -7 | -0.1 | 38 | -2 | 0
O=S(=O)(c1ccc(Cl)s1)N1CCN(C/C=C/c2ccccc2)CC1 | 3 | -7 | 0 | -2 | -8 | 13 | 1.0 | 7 | -10 | -11
CC1CCN(S(=O)(=O)c2cccc(C(=O)NC3CCCCC3)c2)CC1 | -22 | . | 0 | -19 | -3 | -19 | -3.0 | . | 5 | 1
COc1cc(CCC(=O)N2CCN(S(=O)(=O)c3ccc(C)cc3)CC2)cc(OC)c1OC | 8 | 20 | -2 | -3 | -6 | 5 | -1.6 | -20 | 6 | -3
CCN(CC(=O)NC1CCS(=O)(=O)C1)S(=O)(=O)c1ccccc1Cl (centres undefined) | -5 | 6 | -1 | 0 | 8 | -6 | 0.3 | -6 | -1 | 0
COC(=O)N/N=C\c1ccc(OC/C=C/c2ccccc2)c(OC)c1 | -8 | -24 | 2 | -3 | 1 | -4 | 0.2 | 24 | 6 | -6
O=C(c1ccccc1)c1ccc(OCC(O)CN2CCOCC2)cc1 (centres undefined) | -2 | -6 | -1 | 0 | -8 | 5 | 0.7 | 6 | -2 | 0
CCN(C(=O)COC(=O)c1[nH]c(=O)[nH]c(=O)c1N)c1ccccc1 | -2 | 8 | -3 | -1 | -3 | -13 | -0.9 | -8 | 9 | -2
CC1CCN(C(=O)CSc2nnc(-c3ccco3)o2)CC1 | 9 | 17 | . | -2 | 2 | -5 | 1.3 | -17 | 36 | 2
COc1cccc(-c2nc(-c3ccc(C(=O)O)cc3)no2)c1 | 9 | 31 | . | -5 | -3 | 1 | 0.1 | -31 | 20 | -2
CCOc1cc(C=O)cc(Cl)c1OCC(N)=O | -16 | -13 | 0 | -1 | -8 | 4 | 1.0 | 13 | 2 | 1
CCOC(=O)c1c(NC(=O)c2ccc(S(=O)(=O)N3CCOCC3)cc2)sc2c1CC(C)(C)NC2(C)C | 3 | . | -3 | -2 | -2 | 0 | 0.5 | 1 | 2 | -5
CC1CCCC(C)N1/N=C/c1cc(Br)cc(Br)c1O (centres undefined) | -8 | . | 1 | -1 | 2 | -1 | 1.2 | . | 0 | 2
OCCC1CN(Cc2cnc(-c3ccccc3)s2)CCN1Cc1ccccc1 (centres undefined) | 11 | -16 | 2 | -8 | -2 | 7 | -2.7 | 16 | 0 | -3
COc1ccc(-c2noc(CN(Cc3nccn3C)C(C)C)n2)cc1 | -21 | . | -2 | 0 | -11 | -3 | -0.1 | . | -1 | -1
COc1ccc(Cl)cc1N1Cc2ccccc2C1 | -7 | -13 | 1 | -3 | -5 | -1 | -0.6 | 13 | 10 | 4
CC(C)C[C@H](NC(=O)c1nc[nH]c1C(=O)NC1CCNCC1)C(=O)OCc1ccccc1 | -3 | -1 | . | -4 | 2 | -12 | 1.8 | 1 | -2 | 4

Assay outcomes (PubChem)
